M5 ag – CHRM5 agonism in calcium assay | P08912 | CHO-K1 hM5 cells, Fluo-8 calcium fluorescence; 0% DMSO wells, 100% maximal acetylcholine response | activation, % at 3 µM | 360,000 compounds, 0.19% hits | AID 624037;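 active = activation above the run's mean over test compounds plus 3 SD, cut at about 23% in these data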;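 also: signal is peak over basal fluorescence ratio across the kinetic read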
Target sequence (P08912 whole entry, looked up): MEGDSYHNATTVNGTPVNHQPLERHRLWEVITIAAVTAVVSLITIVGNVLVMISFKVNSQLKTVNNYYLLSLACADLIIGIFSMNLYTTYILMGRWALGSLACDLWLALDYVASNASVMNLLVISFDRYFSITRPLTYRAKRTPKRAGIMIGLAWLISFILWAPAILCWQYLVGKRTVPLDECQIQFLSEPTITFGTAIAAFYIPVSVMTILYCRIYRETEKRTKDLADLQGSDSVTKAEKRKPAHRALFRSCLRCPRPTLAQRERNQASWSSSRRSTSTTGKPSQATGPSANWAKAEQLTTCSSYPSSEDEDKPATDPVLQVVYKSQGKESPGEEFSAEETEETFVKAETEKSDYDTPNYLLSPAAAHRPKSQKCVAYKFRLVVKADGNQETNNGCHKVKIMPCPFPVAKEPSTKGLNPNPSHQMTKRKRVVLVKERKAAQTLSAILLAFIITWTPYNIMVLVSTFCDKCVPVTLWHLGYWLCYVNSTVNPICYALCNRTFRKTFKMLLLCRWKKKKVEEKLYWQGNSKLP
CRFBP-R2 agonist – CRF-BP/CRF-R2 complex agonism; HEK293 CRF-R2/CRF-BP, calcium dye fluorescence (FLIPR); percent of saturating CRF peptide response; activation, % at 13.2 µM; 350,000 compounds, 0.46% hits;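 active = activation of at least 50%, plus an integration ratio under a set limit after plate pattern correction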;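 also: plate controls were neutral control wells without compound for no effect and CRF at EC100 for full effect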
CRFR2-BP antag – antagonists of CRF-binding protein/CRF-R2 receptor complex | HEK293 CRF-R2/CRF-BP, CRF-induced calcium fluorescence | 350,000 compounds, 0.59% hits | inhibition, % at 11.8 µM;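 active = inhibition of the ligand-induced calcium signal above about 50% at the single tested concentration, limit read from the data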
M4 ag – CHRM4 agonism in calcium assay; P08173; 360,000 compounds, 0.14% hits; activation, % at 3 µM; AID 624127; CHO-K1 hM4/Gqi5, Fluo-8 calcium fluorescence; vehicle 0%, full acetylcholine response 100%;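 active = activation above the run mean over all test wells plus 3 SD, cut at about 32% in these data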;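 also: peak over basal fluorescence ratio per well then scaled between controls; 0% = DMSO wells and 100% = acetylcholine at EC100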
CHRM4 antagonist – blocks acetylcholine activation of human M4 receptor. 360,000 compounds, 0.73% hits. CHO-hM4 cells, ACh EC80, Fluo-8 calcium fluorescence. AID 624125. inhibition, % at 3 µM;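 active = inhibition above its plate's cutoff, the mean inhibition of sample wells plus 3 SD, cut at about 27% in these data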;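 also: 0% = acetylcholine EC80 with DMSO and 100% = DMSO without agonist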
M1 PAM – potentiates human M1 receptor response to acetylcholine; 360,000 compounds, 0.088% hits; CHO-K1 hM1, Fluo-8 calcium fluorescence, ACh EC20; 0% = ACh EC20, 100% = maximal ACh; P11229; activation, % at 3 µM; in the data active = activation above about 19%, passing the limit was not always enough
Target sequence (P11229 whole entry, looked up): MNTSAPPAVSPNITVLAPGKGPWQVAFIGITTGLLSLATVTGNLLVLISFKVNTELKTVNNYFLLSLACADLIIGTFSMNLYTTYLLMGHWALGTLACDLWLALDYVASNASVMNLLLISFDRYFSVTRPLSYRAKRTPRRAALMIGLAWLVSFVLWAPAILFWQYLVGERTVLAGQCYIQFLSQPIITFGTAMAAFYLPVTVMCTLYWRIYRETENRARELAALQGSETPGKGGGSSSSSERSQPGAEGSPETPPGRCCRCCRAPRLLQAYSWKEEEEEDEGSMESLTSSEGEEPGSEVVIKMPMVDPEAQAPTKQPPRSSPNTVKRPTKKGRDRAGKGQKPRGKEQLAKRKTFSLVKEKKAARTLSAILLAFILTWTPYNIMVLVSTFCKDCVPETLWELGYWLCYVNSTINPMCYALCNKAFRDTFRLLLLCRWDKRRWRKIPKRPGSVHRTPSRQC
CHRM5 PAM – CHRM5 positive allosteric modulation | P08912 | CHO-K1 hM5, Fluo-8 calcium, ACh EC20 PAM; 0% = ACh EC20, 100% = ACh EC100 | 360,000 compounds, 0.3% hits | activation, % at 3 µM;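 active = activation above the run cutoff, the mean activation of all test compounds plus 3 SD, cut at about 18% in these data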
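Assay system: CHO-K1 hM5 cells / Incubation: Fluo-8 loading 80 min at 37 °C plus 30 min room temperature / Technique: Fluo-8 calcium dye fluorescence, kinetic read / Repeats: single replicate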
M4 PAM – positive allosteric modulators of human muscarinic M4 receptor; P08173; CHO-K1 hM4/Gqi5, Fluo-8 calcium fluorescence, ACh EC20; 0% = ACh EC20, 100% = maximal ACh; activation, % at 3 µM; 360,000 compounds, 0.4% hits; AID 624126;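 active = activation above its plate's cutoff, the mean activation of sample wells plus 3 SD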; also: some results filed as inactive read as strong as hits
M5 antag – CHRM5 antagonism in calcium assay. 360,000 compounds, 0.59% hits. inhibition, % at 3 µM. CHO-hM5 cells, Fluo-8 calcium fluorescence, ACh EC80. AID 624040;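 active = inhibition above a per-plate cutoff, the mean of that plate's test compounds plus 3 SD, cut at about 27% in these data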;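 also: 0% = acetylcholine EC80 with DMSO and 100% = DMSO without agonist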
* = called active by the depositor; x = no result given.

M5 ag	CRFBP-R2 agonist	CRFR2-BP antag	M4 ag	CHRM4 antagonist	M1 PAM	CHRM5 PAM	M4 PAM	M5 antag	structure
-1	-1.6	-2	0	-3	5	-3	0	4	CC12CCC(C(=O)Nc3ccccc3N3CCOCC3)(CC1=O)C2(C)C (configuration not stated)
1	4.1	4	0	2	-4	-3	-6	8	Cc1cc(N2C(=O)C(O)=C(C(=O)c3cc4ccccc4o3)C2c2ccc(OC(C)C)cc2)no1 (configuration not stated)
-1	-0.1	-11	1	3	6	4	2	10	CN(CC(=O)Nc1ccccc1C(F)(F)F)Cc1c(O)ccc2ccccc12
3	1.0	-49	1	-2	6	1	8	4	CSc1n[nH]c2nc3c(c(=O)n12)C1(CCCC1)Cc1ccccc1-3
-1	0.9	0	1	-3	10	1	8	0	COc1ccc(CC(=O)NNC(=O)c2cnccn2)cc1
-4	-0.5	-1	2	11	11	-4	3	14	COC(=O)C1CCN(C(=O)C2CCC(=O)N(CCCc3ccccc3)C2)CC1 (configuration not stated)
2	0.0	-4	2	-1	-9	-4	-1	7	O=C(CNC(=O)c1ccc(Br)o1)Nc1ccc(F)c(S(=O)(=O)N2CCOCC2)c1
0	-1.5	4	0	-1	4	1	-1	-7	COc1ccccc1CNC(=O)C1(NC(=O)Nc2ccc(C)cc2)CCCCC1
1	-0.3	-9	1	-2	1	0	-6	-1	CCC(N=c1cc(-c2ccc(OC)cc2)oc2ccc(C)cc12)C(=O)O (configuration not stated)
-1	-0.8	-17	6	2	-5	-6	-7	-4	Cn1c(=O)oc2cc(S(=O)(=O)NCCC(=O)N3CC=C(c4ccccc4)CC3)ccc21
2	0.6	2	4	-4	9	-1	-4	-1	Cc1cccc(OCc2nc(-c3cccnc3)no2)c1
-1	0.9	-3	1	2	-3	-7	1	13	Cc1cnc(NC(=O)CSCc2c(C)noc2C)s1
-1	-0.4	10	2	-14	12	10	10	7	COc1ccccc1C(=O)NC(=O)COC(=O)CCS(=O)(=O)c1ccc(C)cc1
10	x	x	27	13	6	5	8	17	COc1cc(OC)nc(Nc2nc(C(N)Cc3ccc(C(F)(F)F)cc3)cs2)n1 (configuration not stated)
4	-1.4	7	0	-3	1	8	0	-13	C[C@H](NC(=O)c1ccco1)C(=O)NCc1cccs1
0	-1.5	35	0	-10	-2	-1	10	0	Cc1nc(CNS(=O)(=O)c2ccccc2F)cs1
-1	-0.9	0	3	-4	-1	-6	-4	6	Cc1c(C(C)NC(=O)c2ccc3nc(Cc4ccccc4F)oc3c2)cnn1C (configuration not stated)
-4	-4.2	-9	-2	-10	-6	18*	7	9	CN1c2ccccc2-c2nc3ccccc3n2C1c1cccs1 (configuration not stated)
3	x	x	12	0	-10	-8	-12	-2	COc1ccc(NC(=O)c2cc(-c3ccc(F)cc3OC)n[nH]2)c(C)c1
0	-1.6	-7	0	2	1	4	-3	-4	O=C(Cn1cc(F)c(=O)[nH]c1=O)c1ccco1

Next section:
M5 ag	CRFBP-R2 agonist	CRFR2-BP antag	M4 ag	CHRM4 antagonist	M1 PAM	CHRM5 PAM	M4 PAM	M5 antag	structure
2	-0.8	0	5	-6	13	-9	-7	15	CC(NC(=O)CN1CCN(c2cccc(Cl)c2)CC1)c1ccccc1 (configuration not stated)
0	0.3	-11	2	-1	-1	2	5	0	CC(C)c1ccc(NC(=O)COC(=O)c2cc(=O)[nH]c3ccccc23)cc1
-2	x	x	-3	-3	2	-3	0	5	Cc1ccc(NC(=O)C2(C)CCN2C2Cc3ccccc3C2)cc1 (configuration not stated)
7	129*	-113	0	9	7	10	-7	1	O=[N+]([O-])c1ccc(-c2ccc(/C=N/Nc3nc(N4CCCC4)nc(N4CCCC4)n3)o2)cc1
-12	-2.3	-6	-1	-28	4	3	0	-3	O=C(CCCOc1ccccc1)NC(=S)Nc1ccccc1
-6	x	x	1	1	-2	-8	-11	7	CCOC(=O)C1=CCN(S(=O)(=O)c2ccccc2F)C1c1cccc(C)c1 (configuration not stated)
-2	0.0	-2	0	2	5	-1	7	12	Brc1ccc(C2=Nn3c(nnc3-c3n[nH]c4c3CCC4)SC2)cc1
2	0.0	10	1	3	6	-7	0	-1	O=C1CCC/C1=C/Nc1ccc2c(c1)OCO2
-5	-2.4	-10	3	-10	3	-8	-4	13	CC(C)c1ccc(OCC(=O)N2CCN(c3ccccn3)CC2)c(Br)c1
-6	1.8	-2	1	-15	-7	-8	18	-2	Oc1ccc(Cl)cc1CNc1ccc(Br)cn1
-2	-1.1	-1	1	-10	6	0	6	-5	O=C(NNC(=O)c1ccccc1-n1cccc1)c1ccc(Cl)cc1
-21	-2.7	-3	0	5	0	2	-9	-1	CCCCN1C2CCCC1CC(NC(=O)c1ccccc1Cl)C2 (configuration not stated)
0	-1.1	2	7	-8	-1	-7	0	10	CS(=O)(=O)c1ccc(Cl)c(NC(=O)COC(=O)C23CC4CC(CC(C4)C2)C3)c1
-5	0.1	-8	1	0	7	-1	-2	-6	COc1ccc(/C(C)=C(\C#N)C(=O)OC(C)C)cc1OC
3	1.7	11	0	6	3	2	5	-1	CCC(NC(=O)NNC(=O)c1ccncc1)(C(F)(F)F)C(F)(F)F
1	19	-49	2	-7	8	9	3	1	O=C1C2C3c4ccccc4C(c4ccccc43)C2C(=O)N1c1ccncc1 (configuration not stated)
3	-0.6	6	0	-9	12	11	5	-9	Oc1ccccc1CNCCCN1CCOCC1
-6	x	x	-2	7	8	-3	2	2	O=C(Nc1ccccc1)OCCc1ccccc1
-2	0.3	-4	1	-8	15	-4	6	14	COc1ccc(NC(=O)CCNS(=O)(=O)c2cccc(C(C)=O)c2)cc1S(N)(=O)=O
-2	-0.3	2	1	3	-5	-8	-9	11	CCN(CC)S(=O)(=O)c1ccc(C(=O)N(c2ccccc2)C2C=CS(=O)(=O)C2)cc1 (configuration not stated)

Arranged by formula weight (high to low): 6 of the compounds above.
M5 ag	CRFBP-R2 agonist	CRFR2-BP antag	M4 ag	CHRM4 antagonist	M1 PAM	CHRM5 PAM	M4 PAM	M5 antag	structure
7	129*	-113	0	9	7	10	-7	1	O=[N+]([O-])c1ccc(-c2ccc(/C=N/Nc3nc(N4CCCC4)nc(N4CCCC4)n3)o2)cc1
0	-1.1	2	7	-8	-1	-7	0	10	CS(=O)(=O)c1ccc(Cl)c(NC(=O)COC(=O)C23CC4CC(CC(C4)C2)C3)c1
-2	0.0	-2	0	2	5	-1	7	12	Brc1ccc(C2=Nn3c(nnc3-c3n[nH]c4c3CCC4)SC2)cc1
3	1.7	11	0	6	3	2	5	-1	CCC(NC(=O)NNC(=O)c1ccncc1)(C(F)(F)F)C(F)(F)F
-5	0.1	-8	1	0	7	-1	-2	-6	COc1ccc(/C(C)=C(\C#N)C(=O)OC(C)C)cc1OC
-6	x	x	-2	7	8	-3	2	2	O=C(Nc1ccccc1)OCCc1ccccc1

The list goes on.
M5 ag	CRFBP-R2 agonist	CRFR2-BP antag	M4 ag	CHRM4 antagonist	M1 PAM	CHRM5 PAM	M4 PAM	M5 antag	structure
-3	x	x	-1	-13	-4	0	8	-3	CCOC(=O)N(C)c1c(CC)nc2c(OCc3cccc(Cl)c3)cccn12
0	0.1	6	0	-1	4	3	2	6	O=C1CC2(CCCC2)C(=O)N1CN1CCN(S(=O)(=O)c2ccc(F)cc2F)CC1
-3	-0.3	-1	1	-18	12	-1	3	11	CCNc1c(NC(=O)c2cccs2)c(=O)oc2ccccc12
1	-5.0	12	2	-4	10	1	-2	-3	CCOc1ccc2nc(SC(CC)C(=O)Nc3cc(C)on3)sc2c1 (configuration not stated)
-2	-0.1	-17	1	-5	-4	-7	0	2	O=C(CNC(=O)c1ccccc1)NCC(=O)OCc1ccc(Cl)cc1
-2	-0.1	-7	1	4	7	1	5	3	Cc1ccc(-c2cc(-c3ccc4c(c3)OCO4)c(C#N)c(N)n2)o1
2	0.0	6	1	-11	3	6	2	4	O=C(CN1C(=O)c2ccccc2S1(=O)=O)Nc1cccc(S(=O)(=O)N2CCOCC2)c1
-8	1.7	-18	1	27*	-32	-18	-16	46*	CCN1CCN(c2ncnc3scc(-c4ccc(C)c(C)c4)c23)CC1
-3	4.3	-11	1	-12	3	8	2	-7	CCCCOc1ccc(C(C)NC(=O)C2CCCN(S(=O)(=O)CC)C2)cc1 (configuration not stated)
4	-0.3	11	1	-6	8	11	-4	-11	CN(Cc1cccs1)C(=O)COC(=O)CNC(N)=O
-8	3.5	-26	8	20	-15	-16	-24	19	Cc1cc(OCCCCCN2CCCC2)ccc1Cl
0	0.6	-3	0	-2	12	11	7	0	CC(=O)Nc1cccc(C(=O)OCC(=O)N(c2ccccc2)C2CCS(=O)(=O)C2)c1 (configuration not stated)
-2	-0.3	-9	0	-13	3	1	1	-7	COC(=O)c1ccc(C(=O)N2CCCC(N3CCN(c4ccc(F)cc4)CC3)C2)nc1 (configuration not stated)
3	-2.4	13	2	-4	7	-5	4	11	O=C(Nc1cccnc1)c1cc2nc(C3CC3)cc(C(F)(F)F)n2n1
-2	-3.8	26	2	4	-4	3	2	0	O=C(c1ccc(Cl)cc1)N1CCN=C1c1ccccc1
0	5.8	24	4	-8	1	-5	7	12	CCOC(=O)C1CCN(CC(=O)Nc2ccc(OC)c(S(=O)(=O)N3CCCCC3)c2)CC1
0	-5.1	-2	1	-4	3	2	-2	2	CC/C(=N/N=C(/CC)c1ccc(O)cc1)c1ccc(O)cc1
-3	-1.5	-15	1	-5	6	1	-1	8	O=c1[nH]c2ccc(S(=O)(=O)Nc3ccc(Br)cc3)cc2[nH]1
1	-0.7	-4	0	3	9	5	4	-2	NS(=O)(=O)c1ccc(CCNC(=O)c2ccc3c(=O)n4c(nc3c2)CCCCC4)cc1
1	-0.9	4	4	-6	5	9	2	8	CN(CCC#N)C(=O)COC(=O)c1c2c(nc3ccccc13)/C(=C\c1ccco1)CC2
4	0.3	-10	1	-7	16	4	-2	0	CNC(=O)c1ccccc1Sc1ccccc1CO

Screening data: PubChem BioAssay, several laboratories
